Source: PubChem (Southern Research Specialized Biocontainment Screening Center)
M. tuberculosis HTS: M. tuberculosis growth inhibition, HTS (AID 449762); one-dose inhibition, % at 25 µM; IC50 in µM for titrated hits; M. tuberculosis H37Rv growth inhibition, 7H9 media; higher % means a stronger effect; actives 0.59% (n = 330,000); in the data active means a potency from the dose series; inconclusive means inhibition above about 70% without an active follow-up result;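 further: bacterial growth assessed after seven days of incubation; strong numbers were not always called active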
Salmonella PhoP GFP: Inhibition of PhoP regulon, Salmonella typhi GFP reporter cells, confirmation, 4 h (AID 1850) | inhibition, % at 50 µM, or IC50 in µM where a hit was titrated | actives 0.33% (n = 310,000) | Salmonella Typhi PhoP-promoter GFP reporter, fluorescence, 4 h; higher % means a stronger effect; in the data active means a potency from the dose series; inconclusive means inhibition mostly from about 25% at the one dose, without a potency; inactive means the rest, 99 in 100 with inhibition below about 19%;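 further: 0% = induced wells with vehicle and 100% = uninduced wells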
H1N1 NS1A inhibition: H1N1 influenza NS1A inhibitors, functional cell based assay (AID 504329); NS1A functional cell-based assay, percent inhibition; higher % means a stronger effect; inhibition, % at 12.5 µM; hits with a dose series show IC50 in µM; actives 0.3% (n = 340,000); in the data active means a potency from the dose series; inconclusive means inhibition above about 27% without an active follow-up result; further: strong numbers were not always called active
M. tuberculosis: growth inhibition of non-replicating M. tuberculosis (AID 488890); Mycobacterium tuberculosis non-replicating, growth inhibition; higher % means a stronger effect; inhibition, % at 25 µM, or IC50 in µM where a hit was titrated; actives 0.39% (n = 320,000); in the data active means a potency from the dose series; inconclusive means inhibition mostly from about 82% at the one dose, without a potency; inactive means the rest, 99 in 100 with inhibition below about 76%;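 further: plate controls were DMSO cells for no effect and high antibiotic wells for full effect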
VEEV TC-83 Vero: inhibitors of VEEV TC-83 cytopathic effect, confirmation, Vero cells (AID 588727). actives 0.13% (n = 350,000). Vero cells, VEEV TC-83 cytopathic effect inhibition; higher % means a stronger effect. inhibition, % at 20 µM, or IC50 in µM where a hit was titrated; in the data active means a potency from the dose series; inconclusive means inhibition mostly from about 14% at the one dose, without a potency; inactive means the rest, 99 in 100 with inhibition below about 12%; further: strong numbers were not always called active
* = called active by the depositor; i = inactive; ? = inconclusive; / = no result given.

Key to letters: A = M. tuberculosis HTS; B = Salmonella PhoP GFP; C = H1N1 NS1A inhibition; D = M. tuberculosis; E = VEEV TC-83 Vero
> Cn1c(N)c(C(=O)COC(=O)c2cc(S(=O)(=O)N3CCOCC3)ccc2F)c(=O)n(C)c1=O
  A: 3%; B: /; C: -13%; D: 4%; E: 4.5%
> O=C(NCc1ccccc1)c1ccc2c(c1)C(=O)N(Cc1ccncc1)C2=O
  A: -4%; B: 5%; C: -3%; D: -18%; E: 5.6%
> Cc1cc(Cl)ccc1NC(=S)NCCN1CCOCC1
  A: -1%; B: -3%; C: -5%; D: -21%; E: 2.0%
> O=C(CCCn1c(=S)[nH]c2ccc(Br)cc2c1=O)NCc1ccccn1
  A: -3%; B: -1%; C: -8%; D: -4%; E: 2.3%
> O=C(NCCCN1CCCC1=O)C1CCN(S(=O)(=O)c2cc(C(F)(F)F)ccc2Cl)CC1
  A: 6%; B: /; C: -11%; D: 5%; E: 0.3%
> COC(=O)c1cc(NC(=O)Cc2ccccc2[N+](=O)[O-])ccc1Cl
  A: 5%; B: -4%; C: -4%; D: 28%; E: 0.1%
> CC(C)Cc1cc(C(=O)NCc2ccco2)no1
  A: 5%; B: 3%; C: 11%; D: 73%; E: 0.9%
> CCN(CC)P(=O)(Nc1ccc([N+](=O)[O-])cc1)c1c(C)nn(CCC#N)c1NC(=O)c1ccc(Cl)cc1 (configuration not stated)
  A: -2%; B: -3%; C: 4%; D: 33%; E: i
> CCOC(=O)C1=C(COC(=O)COc2ccc(C#N)cc2)NC(=O)NC1C (configuration not stated)
  A: -9%; B: -2%; C: -4%; D: -6%; E: 1.1%
> COCCn1c(SCC(=O)NNC(=O)c2cc(Cl)ccc2OC)nnc1-c1ccncc1
  A: -8%; B: /; C: -1%; D: 6%; E: i
> Cc1ccc(C(=O)/C=C/c2cn(CC(O)CN3CCOCC3)c3ccccc23)cc1 (configuration not stated)
  A: ?; B: 5%; C: -2%; D: 49%; E: 8.2%
> O=C(c1ccc(Sc2ccc(F)cc2)c([N+](=O)[O-])c1)N1CCOCC1
  A: 3%; B: 3%; C: 9%; D: -10%; E: 1.4%
> COc1ccc(N2CCN(c3ccc4nnc(CCC(=O)Nc5ccc(C)cc5)n4n3)CC2)cc1
  A: -7%; B: -4%; C: 11%; D: 17%; E: 6.0%
> COc1ccccc1N1CCN(Cc2cc(=O)n3ccsc3n2)CC1
  A: -6%; B: -29%; C: 4%; D: 2%; E: 11%
> CCOC(=O)C1CCN(C(=O)c2ccc(CNS(=O)(=O)c3ccc(OC)cc3)cc2)CC1
  A: 1%; B: 0%; C: -13%; D: -12%; E: 0.2%

Reformatted with two lines to a compound: four of the compounds above
The line under a structure holds: M. tuberculosis HTS	Salmonella PhoP GFP	H1N1 NS1A inhibition	M. tuberculosis	VEEV TC-83 Vero
- O=C(CCCn1c(=S)[nH]c2ccc(Br)cc2c1=O)NCc1ccccn1
  -3%	-1%	-8%	-4%	2.3%
- CC(C)Cc1cc(C(=O)NCc2ccco2)no1
  5%	3%	11%	73%	0.9%
- O=C(c1ccc(Sc2ccc(F)cc2)c([N+](=O)[O-])c1)N1CCOCC1
  3%	3%	9%	-10%	1.4%
- O=C(NCCCN1CCCC1=O)C1CCN(S(=O)(=O)c2cc(C(F)(F)F)ccc2Cl)CC1
  6%	/	-11%	5%	0.3%

Fetched by compound from the entries so far, four records:
Key to letters: A = M. tuberculosis HTS; B = Salmonella PhoP GFP; C = H1N1 NS1A inhibition; D = M. tuberculosis; E = VEEV TC-83 Vero
> CCN(CC)P(=O)(Nc1ccc([N+](=O)[O-])cc1)c1c(C)nn(CCC#N)c1NC(=O)c1ccc(Cl)cc1 (configuration not stated)
  A: -2%; B: -3%; C: 4%; D: 33%; E: i
> Cn1c(N)c(C(=O)COC(=O)c2cc(S(=O)(=O)N3CCOCC3)ccc2F)c(=O)n(C)c1=O
  A: 3%; B: /; C: -13%; D: 4%; E: 4.5%
> CCOC(=O)C1CCN(C(=O)c2ccc(CNS(=O)(=O)c3ccc(OC)cc3)cc2)CC1
  A: 1%; B: 0%; C: -13%; D: -12%; E: 0.2%
> CC(C)Cc1cc(C(=O)NCc2ccco2)no1
  A: 5%; B: 3%; C: 11%; D: 73%; E: 0.9%

Continuation.
Key to letters: A = M. tuberculosis HTS; B = Salmonella PhoP GFP; C = H1N1 NS1A inhibition; D = M. tuberculosis; E = VEEV TC-83 Vero
> COc1ccc(CN=C2NC(=O)CC(C(=O)Nc3cc(C)cc(C)c3)S2)cc1 (configuration not stated)
  A: 5%; B: 3%; C: 19%; D: 7%; E: 0.1%
> COc1cc(/C=C/C(=O)O)ccc1OS(=O)(=O)c1c(C)cc(C)cc1C
  A: -4%; B: /; C: -12%; D: 58%; E: 4.0%
> CCn1cc(C(=O)N2CCOCC2)c(=O)c2cc(S(=O)(=O)N(C)C3CCCCC3)ccc21
  A: -4%; B: -11%; C: 1%; D: 0%; E: 1.8%
> COc1ccc(/C=N/NC(=O)c2cccc(Br)c2)cc1CSc1ccccn1
  A: -3%; B: -3%; C: 1%; D: -18%; E: 10%
> c1csc(-c2noc(CN3CCc4sccc4C3)n2)c1
  A: -8%; B: 3%; C: -6%; D: 36%; E: i
> COc1ccc(OC)c(CN2CCN(C(=O)[C@@H](NC(=O)c3cccc(C)c3)C(C)C)CC2)c1
  A: -4%; B: /; C: -2%; D: -7%; E: 8.0%
> O=C(Nc1nc2ccsc2c(=O)s1)c1ccc(F)cc1
  A: 58%; B: 2%; C: /; D: -15%; E: 0.3%
> Cc1ccc(Nc2nnc(SC(C)C(=O)Nc3c(C)n(C)n(-c4ccccc4)c3=O)s2)cc1 (configuration not stated)
  A: 9%; B: -1%; C: -7%; D: -10%; E: 1.2%
> CCOc1ccc(CCNc2nc3ccccc3n3c(C)nnc23)cc1OCC
  A: 4%; B: -4%; C: -21%; D: -22%; E: 1.3%
> COc1ccccc1CN(C)CC(=O)Nc1ccccc1-c1ccccc1
  A: -5%; B: -21%; C: -6%; D: 26%; E: i
> O=c1[nH]c(CSc2nnc(-c3cccnc3)n2C2CCCCC2)nc2ccccc12
  A: /; B: 2%; C: 7%; D: /; E: i
> Cc1noc(C)c1C(=O)N1CCN(c2ncccn2)CC1
  A: -11%; B: -13%; C: 8%; D: 4%; E: 3.2%
> COc1ccc(-c2cn3c(C)c(C(=O)N4CCN(c5ccccc5)CC4)sc3n2)cc1
  A: /; B: /; C: -1%; D: /; E: 0.7%
> O=C(CSc1nnc(CNC(=O)c2c(F)cccc2F)o1)NCc1ccc(F)cc1
  A: 5%; B: 1%; C: 22%; D: 75%; E: 2.0%
> Cc1ccc(S(=O)(=O)N2CCN(Cc3cccc(F)c3)CC2)cc1
  A: -2%; B: 4%; C: -6%; D: 0%; E: 0.3%

Single records (already shown).
Entry for COc1cc(/C=C/C(=O)O)ccc1OS(=O)(=O)c1c(C)cc(C)cc1C : M. tuberculosis HTS = -4%; Salmonella PhoP GFP = /; H1N1 NS1A inhibition = -12%; M. tuberculosis = 58%; VEEV TC-83 Vero = 4.0%
Entry for COc1ccc(CN=C2NC(=O)CC(C(=O)Nc3cc(C)cc(C)c3)S2)cc1 (configuration not stated) : M. tuberculosis HTS = 5%; Salmonella PhoP GFP = 3%; H1N1 NS1A inhibition = 19%; M. tuberculosis = 7%; VEEV TC-83 Vero = 0.1%

(list continues)
Key to letters: A = M. tuberculosis HTS; B = Salmonella PhoP GFP; C = H1N1 NS1A inhibition; D = M. tuberculosis; E = VEEV TC-83 Vero
> CCOc1ccc(NC(=O)C2CC(=O)N(c3ccc4c(c3)OCCO4)C2)cc1OCC (configuration not stated)
  A: 1%; B: -1%; C: 1%; D: -3%; E: 7.4%
> CC(=O)N1CCc2cc(S(=O)(=O)CCC(=O)Nc3ccc4c(c3)OCCO4)ccc21
  A: -7%; B: -3%; C: -3%; D: 4%; E: 0.8%
> Cc1ccc2c(CC(=O)NCC3(N4CCOCC4)CCCCC3)coc2c1C
  A: -8%; B: /; C: -2%; D: 6%; E: 2.4%
> CCN(CCCNC(=O)C1CCN(S(=O)(=O)N2CCC3(CC2)OCCO3)CC1)c1ccccc1
  A: -3%; B: -2%; C: 2%; D: -2%; E: i
> COc1ccc(S(=O)(=O)N2CCN(CC(=O)N3c4ccccc4CC3C)CC2)cc1OC (configuration not stated)
  A: /; B: /; C: -12%; D: /; E: 1.0%
> Cc1csc(NC(=O)CSc2nc(=O)n(CCCN(C)C)c3c2CCC3)n1
  A: 5%; B: 5%; C: -3%; D: -10%; E: 3.6%
> COc1ccccc1N(CC(O)COc1ccc(C)cc1)S(=O)(=O)c1ccccc1 (configuration not stated)
  A: -4%; B: -5%; C: 3%; D: -5%; E: 0.4%
> NC(=O)COC(=O)c1cccc2c1-c1ccccc1C2=O
  A: -7%; B: 0%; C: 4%; D: 10%; E: i
> Cc1cc(C=O)sc1[B-](F)(F)F
  A: /; B: /; C: -16%; D: /; E: i
> O=C(CNC(=O)c1cc(Cl)cc([N+](=O)[O-])c1)NC1CC1
  A: -2%; B: /; C: 0%; D: -12%; E: 0.6%
> CCCNC(=O)N1CCC(Cc2ccccc2)CC1
  A: -6%; B: -8%; C: -7%; D: 68%; E: 3.0%
> COc1ccc2oc(C(=O)OCC(=O)N(C)C3CCS(=O)(=O)C3)c(C)c2c1 (configuration not stated)
  A: 0%; B: 0%; C: 4%; D: -15%; E: 1.1%
> Cc1cc(N2CCN(C(=O)c3ccco3)CC2)n2nc(-c3cccc(F)c3)cc2n1
  A: 1%; B: -2%; C: 5%; D: 7%; E: 4.3%
> Cc1nn(C)c(C)c1Nc1ccc(N2C(=O)C3CC=CCC3C2=O)cc1[N+](=O)[O-] (configuration not stated)
  A: -16%; B: 6%; C: -3%; D: -8%; E: i
